# Rv3671c protease: Rv3671c (M. tuberculosis) protease inhibition | P9WHR9 | inhibition, % at 5.96 µM | 320,000 compounds, 0.048% hits | AID 2606; in the data active = inhibition above about 38%;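 note: extracellular domain of Rv3671c used as enzyme; 0% = enzyme with DMSO and 100% = no enzyme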
# MazF activator: MazEF (E. coli) toxin RNase activation; P0AE70; FAM/BHQ RNA-DNA oligo cleavage fluorescence, 5 h; activation, % at 20 µM; 350,000 compounds, 0.32% hits; AID 504720; in the data active = activation above about 50%
# Target sequence (P0AE70 whole entry, looked up): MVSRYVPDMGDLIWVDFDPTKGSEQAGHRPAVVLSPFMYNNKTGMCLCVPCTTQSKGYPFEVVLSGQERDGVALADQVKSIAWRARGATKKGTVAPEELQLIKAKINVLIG
# Mtb FBA inh: Mtb fructose-bisphosphate aldolase inhibition. P9WQA3. purified M. tuberculosis FBA, fluorescence read-out. inhibition, % at 1 µM. 360,000 compounds, 2.3% hits. AID 588726; in the data active = inhibition above about 27%;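 note: 0% = vehicle and 100% = reference inhibitor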
# Target sequence (P9WQA3 whole entry, looked up): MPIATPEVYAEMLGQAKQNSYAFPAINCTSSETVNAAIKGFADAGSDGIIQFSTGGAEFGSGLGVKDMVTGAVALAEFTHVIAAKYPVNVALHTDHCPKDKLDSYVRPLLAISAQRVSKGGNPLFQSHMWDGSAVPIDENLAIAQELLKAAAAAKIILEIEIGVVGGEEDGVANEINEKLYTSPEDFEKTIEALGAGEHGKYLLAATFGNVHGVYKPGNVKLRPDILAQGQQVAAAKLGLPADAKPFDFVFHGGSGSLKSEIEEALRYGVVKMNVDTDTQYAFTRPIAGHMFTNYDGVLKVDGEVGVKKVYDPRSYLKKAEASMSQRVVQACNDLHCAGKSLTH
# UGM FP inh: Mtb UDP-galactopyranose mutase inhibition; 320,000 compounds, 0.06% hits; P9WIQ1; purified UGM, fluorescence polarization probe displacement; inhibition, % at 10 µM; AID 504406; in the data active = inhibition above about 10%, passing the limit was not always enough; inconclusive = no clear call, values can overlap the other calls
# Target sequence (P9WIQ1 whole entry, looked up): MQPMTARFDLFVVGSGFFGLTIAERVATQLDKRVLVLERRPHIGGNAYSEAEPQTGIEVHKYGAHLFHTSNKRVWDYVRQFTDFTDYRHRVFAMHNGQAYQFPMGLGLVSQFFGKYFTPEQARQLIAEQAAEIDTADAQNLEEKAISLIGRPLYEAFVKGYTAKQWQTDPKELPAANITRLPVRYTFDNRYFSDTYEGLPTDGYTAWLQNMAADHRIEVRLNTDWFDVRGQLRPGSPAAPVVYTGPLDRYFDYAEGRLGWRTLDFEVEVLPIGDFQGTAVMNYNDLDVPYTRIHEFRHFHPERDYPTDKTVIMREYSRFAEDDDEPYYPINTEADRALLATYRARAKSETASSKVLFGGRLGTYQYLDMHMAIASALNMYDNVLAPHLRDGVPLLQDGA
# BoNT-F LC inh: blocks Botulinum neurotoxin F light chain protease; Multiplex microsphere protease cleavage assay, flow cytometry; inhibition, % at 10 µM; 360,000 compounds, 0.22% hits; AID 588497; in the data active = inhibition above about 35%, passing the limit was not always enough; inconclusive = no clear call, values can overlap the other calls; note: plate controls were buffer without enzyme for full effect and enzyme alone for no effect
# GDH-TPI inh: GDH-TPI coupled enzyme inhibition counter-screen; GDH-TPI coupled enzyme counterscreen, NADH absorbance; inhibition, % at 4.8 µM; 360,000 compounds, 1.2% hits; AID 588335; in the data active = inhibition above about 30%;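 note: 0% = DMSO wells and 100% = wells lacking the enzyme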
# Mtb BioA inh: inhibitors of Mycobacterium tuberculosis BioA enzyme. purified M. tuberculosis BioA enzyme, plate reader. inhibition, % at 9.99 µM. 360,000 compounds, 0.096% hits; in the data active = inhibition above about 40%; inconclusive = no clear call, values can overlap the other calls
# PrPC TRFRET: cell surface PrPC inhibition, primary TR-FRET screen; 370,000 compounds, 0.43% hits; P04156; TR-FRET read-out; inhibition, % at 13.8 µM; in the data active = inhibition above about 24%; note: 0% = median of the test wells and 100% = reference compound wells
# FadD28 FP inh: inhibitors of Mycobacterium tuberculosis FadD28 bisubstrate binding; inhibition, % at 12.5 µM; FadD28 bisubstrate probe binding, fluorescence polarization; AID 588549; 360,000 compounds, 0.22% hits; in the data active = inhibition above about 8.5%, passing the limit was not always enough; inconclusive = no clear call, values can overlap the other calls
# An asterisk follows results filed as active; u = inconclusive; x = not tested or not shown; & = joins results of further samples.
SMILES,Rv3671c protease,MazF activator,Mtb FBA inh,UGM FP inh,BoNT-F LC inh,GDH-TPI inh,Mtb BioA inh,PrPC TRFRET,FadD28 FP inh
COc1ccc(CCN2C(=O)C3C4CC(C5C(C(=O)N/N=C\c6ccc(Cl)cc6)=NOC45)C3C2=O)cc1OC (stereo not given),-3.4,4.2,-9.3,-0.4,0.1,11.5,x,-3.1,-2.2
CCOCCCNC(=O)CC1Oc2ccc(C)cc2NC1=O (stereo not given),2.8,-12.1,-0.6,-0.8,1.1,3.0,-1.0,-3.9,-2.4
O=C(COC(=O)COc1ccccc1)Nc1ccc2c(c1)OCCO2,5.2,5.3,-4.5,2.4,-5.8,-0.4,-1.6,7.2,-3.0
COc1ccc(COC(=O)C2=C(C)NC(=O)NC2c2cccc(Br)c2)cc1 (stereo not given),-5.7,4.9,1.1,-2.2,u,4.4,-1.3,7.8,-5.7
CCC(CC)C(=O)c1c[nH]c(C(=O)NCc2ccccc2OC)c1,3.3,-1.4,-3.4,-2.1,-23.6,-9.6,0.1,6.5,-1.6
Nc1nnc(N2CCCCCC2)s1,15.1,9.2,4.0,6.0,-4.1,1.4,-0.2,1.6,-3.0
O=C1CC(N2CCN(C(c3ccccc3)c3ccccc3)CC2)C(=O)N1Cc1ccc(N2CCCC2=O)cc1 (stereo not given),-2.4,-0.1,-0.9,1.9,-1.4,-13.7,0.4,-2.3,-4.1
Cc1c(F)cccc1NS(=O)(=O)c1ccc2c(c1)c(=O)n(C)c(=O)n2C,-12.2,3.6,9.1,-0.5,-5.8,1.9,-0.6,0.3,-4.7
Cc1nn(CC(=O)Nc2ccc(C(=O)N3CCCCC3)cc2)c(=O)c2ccccc12,-3.4,5.9,1.6,1.2,-2.1,3.0,1.7,-4.0,-0.5
CC1CCN(C(=O)COC(=O)c2ccc3ccccc3n2)CC1,2.5,4.0,0.8,3.2,12.6,4.1,0.2,0.4,-0.3
Cc1ccc(S(=O)(=O)NNC(=O)c2cc3cc4ccccc4nc3s2)cc1,-5.8,-2.1,-2.9,1.3,-31.3,21.1,-0.5,-1.0,-7.2
O=C(NCc1nc2ccccc2[nH]1)C1=C[C@@H](c2ccc(C(F)(F)F)cc2)C[C@@H](OCCCCO)O1,-6.6,2.2,-1.5,1.8,-1.8,3.4,2.6,5.2,-16.5
O=C(Oc1ccc([N+](=O)[O-])cc1)c1cncc(Br)c1,-4.8,-2.5,-4.9,1.9,-0.5,9.8,x,-11.1,0.9
CCOC(=O)N1CCC(Nc2cc(C)nc3c(-c4ccccc4OC)c(C)nn23)CC1,2.1,-14.1,5.2,-4.5,9.8,-4.3,2.7,2.7,x
COc1ccc(Nc2nc(N3CCOCC3)nc(N3CCOCC3)n2)c(OC)c1,-12.2,4.6,-0.3,1.8,17.4,-6.0,0.6,5.7,-3.7
COc1ccc(Cl)cc1-n1c(=S)sc2c(=O)n(-c3ccc(F)cc3)c(SCC(=O)O)nc21,-5.1,-3.0,-1.1,-1.0,2.9,21.6,0.2,0.7,-3.0
COC(=O)C1=C(c2ccccc2)C[C@@H]2CC[C@H]1N2C(=O)NCCO,-8.1,-1.8,4.8,-1.7,4.4,6.0,-3.0,-0.1,-0.3
Cc1ccc(S(=O)(=O)NCC(C)n2nc(C)cc2C)cc1 (stereo not given),-1.2,7.4,-0.2,-0.1,-9.1,2.5,-1.7,-6.2,1.4
COc1ccccc1N(CC(=O)Nc1ccc2c(c1)OCO2)S(=O)(=O)c1ccccc1,-2.5,4.1,-1.2,-0.1,-7.2,0.9,x,-0.4,-2.3
CCSc1nc(C2CC2)cc(-c2ccco2)c1C#N,-8.0,-2.7,1.0,2.1,-1.6,7.6,0.8,0.7,-2.9
Cc1cc(C)c2c(C)c(C(=O)NCc3ccc(S(N)(=O)=O)cc3)oc2c1,-13.7,-0.2,4.8,0.3,-2.0,17.4,-2.9,9.0,-1.7
CN(C)CCCNc1c2c(nc3ccccc13)CCC2,8.1,5.5,4.6,0.1,-91.8,9.3,-0.8,-13.8,0.6
CCOc1ccccc1NC(=O)N1CCC(c2nc3ccccc3[nH]2)CC1,-6.9,6.7,-0.4,1.4,4.6,-9.6,5.3,-6.6,-0.9
COCCN(C(=O)c1ccc(C)c(S(=O)(=O)N2CCOCC2)c1)c1c(N)n(CC(C)C)c(=O)[nH]c1=O,x,6.7,1.4,x,-8.1,4.8,-3.5,-1.0,-0.4
COc1cc(/C=C2\SC(=S)N(Nc3ccccc3)C2=O)ccc1O,-88.5,-21.3,-6.2,-9.5,0.8,11.5,3.8,-0.9,3.8
CC(=O)c1ccc(Nc2ncnc3ccc(Br)cc23)cc1,x,8.9,1.4,x,-1.2,26.6,-0.5,6.2,-1.4
CCc1ccc(NC(=S)N(Cc2ccccc2)Cc2ccccn2)cc1,5.9,0.1,-1.9,-1.6,-7.0,-6.3,x,4.8,-2.6
CN1CCN(C(=O)CCNC(=O)Cn2cnc3ccccc3c2=O)CC1,9.2,2.9,-0.9,-1.5,1.6,-7.8,0.9,2.8,-2.2
Nc1nc(Nc2ccccc2)nc2c1ncn2[C@@H]1O[C@H](CO)[C@@H](O)[C@H]1O,-2.2,3.1,0.0,0.9,-18.9,10.9,0.0,11.2,1.1
Cc1ccc(C)c(Cn2c(=O)n(C)c(=O)c3sccc32)c1,3.5,2.0,3.0,-0.4,-10.6,-18.6,0.1,12.8,0.1
Cc1cc(C)c2nc(Nc3nc(-c4ccccc4)cc(=O)[nH]3)nc(C)c2c1,-31.2,-113.0,1.4,3.1,-6.6,4.9,x,-1.9,-5.0
CCN1C(=O)[C@@H]2[C@@H](c3ccc(-c4ccc(F)cc4)cc3)N3CCC[C@@]3(C(=O)OC)[C@@H]2C1=O,0.9,4.0,1.1,3.1,-2.0,10.1,0.5,6.9,-3.5
COc1cc(/C=C(\C#N)C(=O)NCCc2ccccc2)cc(OC)c1O,-2.3,12.9,-32.8,-9.2,-4.2,-9.8,x,-9.6,-2.4
CCC(=O)N1c2ccccc2NC2=C(C(=O)CCC2)C1c1ccccc1 (stereo not given),-6.6,5.4,2.6,1.2,-8.8,24.5,0.4,-0.9,0.0
COc1ccc(NC(=O)N(C)C[C@@H]2Oc3cc(C#CCN(C)C)ccc3S(=O)(=O)N([C@H](C)CO)C[C@H]2C)cc1,x,7.6,2.4,x,-2.2,2.1,-0.9&0.2,-3.3,-2.1
C1CCC(n2nnnc2CN2CCCC2)CC1,-6.9,2.3,-3.4,0.4,-2.7,-8.2,-2.2,-4.4,-0.8

# Part of the list above, with bars between the fields:
smiles | Rv3671c protease | MazF activator | Mtb FBA inh | UGM FP inh | BoNT-F LC inh | GDH-TPI inh | Mtb BioA inh | PrPC TRFRET | FadD28 FP inh
CCc1ccc(NC(=S)N(Cc2ccccc2)Cc2ccccn2)cc1 | 5.9 | 0.1 | -1.9 | -1.6 | -7.0 | -6.3 | x | 4.8 | -2.6
CN1CCN(C(=O)CCNC(=O)Cn2cnc3ccccc3c2=O)CC1 | 9.2 | 2.9 | -0.9 | -1.5 | 1.6 | -7.8 | 0.9 | 2.8 | -2.2
Nc1nc(Nc2ccccc2)nc2c1ncn2[C@@H]1O[C@H](CO)[C@@H](O)[C@H]1O | -2.2 | 3.1 | 0.0 | 0.9 | -18.9 | 10.9 | 0.0 | 11.2 | 1.1
Cc1ccc(C)c(Cn2c(=O)n(C)c(=O)c3sccc32)c1 | 3.5 | 2.0 | 3.0 | -0.4 | -10.6 | -18.6 | 0.1 | 12.8 | 0.1
Cc1cc(C)c2nc(Nc3nc(-c4ccccc4)cc(=O)[nH]3)nc(C)c2c1 | -31.2 | -113.0 | 1.4 | 3.1 | -6.6 | 4.9 | x | -1.9 | -5.0
CCN1C(=O)[C@@H]2[C@@H](c3ccc(-c4ccc(F)cc4)cc3)N3CCC[C@@]3(C(=O)OC)[C@@H]2C1=O | 0.9 | 4.0 | 1.1 | 3.1 | -2.0 | 10.1 | 0.5 | 6.9 | -3.5
COc1cc(/C=C(\C#N)C(=O)NCCc2ccccc2)cc(OC)c1O | -2.3 | 12.9 | -32.8 | -9.2 | -4.2 | -9.8 | x | -9.6 | -2.4
CCC(=O)N1c2ccccc2NC2=C(C(=O)CCC2)C1c1ccccc1 (stereo not given) | -6.6 | 5.4 | 2.6 | 1.2 | -8.8 | 24.5 | 0.4 | -0.9 | 0.0
COc1ccc(NC(=O)N(C)C[C@@H]2Oc3cc(C#CCN(C)C)ccc3S(=O)(=O)N([C@H](C)CO)C[C@H]2C)cc1 | x | 7.6 | 2.4 | x | -2.2 | 2.1 | -0.9&0.2 | -3.3 | -2.1
C1CCC(n2nnnc2CN2CCCC2)CC1 | -6.9 | 2.3 | -3.4 | 0.4 | -2.7 | -8.2 | -2.2 | -4.4 | -0.8

# (list continues)
SMILES,Rv3671c protease,MazF activator,Mtb FBA inh,UGM FP inh,BoNT-F LC inh,GDH-TPI inh,Mtb BioA inh,PrPC TRFRET,FadD28 FP inh
O=C(Nc1ccnn1C1CCN(C/C=C/c2ccc(F)cc2)CC1)C1CCCC1,2.9,-7.3,4.5,4.4,-8.1,8.2,2.3,-8.4,-1.4
CC(C)Cc1nnc(NC(=O)CCC(=O)N2CCN(C3CCCC3)CC2)s1,-1.8,-5.7,0.8,2.5,9.1,5.0,-4.7,-10.2,1.3
Cc1ccc(Cn2c(N)c(S(=O)(=O)c3cccs3)c3nc4ccccc4nc32)cc1,6.2,-15.1,18.0,-0.4,6.9,8.5,-1.9,-1.4,-1.1
Cc1cccc(N2CCN(Cc3nc(C4CC4)no3)CC2)n1,4.9,5.5,-7.2,-3.3,-3.1,-12.3,0.9,4.1,-3.0
CC1(C)CC(=O)C(C=Nc2cc(C(=O)c3ccccc3)ccc2N)=C(O)C1,0.2,3.8,-1.1,4.9,-23.1,12.4,x,1.9,-1.5
C[C@H](CO)N1C[C@H](C)[C@@H](CN(C)C(=O)Nc2ccccc2)Oc2ccc(NC(=O)Nc3ccc(C(F)(F)F)cc3)cc2C1=O,-171.2,7.5,0.7,-0.2,-7.1,-1.3,-0.1&-0.1,-6.8,-1.5
Cc1ccc(-c2c(C(=O)N/N=C/c3cccc(Cl)c3)nnn2-c2nonc2N)cc1,-22.2,-46.9,3.0,-1.5,-1.6,17.7,2.2,0.6,-1.1
CCc1ccc(Nc2n[n+](-c3ccccc3)c(-c3cccc(C)c3)s2)cc1,-2.2,0.5,5.8,2.0,-22.0,6.0,-2.5,8.2,-2.1
COc1cc(C(=O)NCc2ccc(C(=O)NCC(OC)OC)cc2)cc(OC)c1OC,-5.4,1.1,-1.1,3.2,-3.7,-1.2,x,5.5,0.6
CCCCNC(=O)C1CCC(CNS(=O)(=O)c2ccc(NC(C)=O)cc2)CC1 (stereo not given),0.4,-8.8,2.1,-1.4,2.1,3.7,-1.4,6.8,-0.4
COc1ccc2[nH]c(C(=O)Nc3cccc(C)n3)cc2c1,-2.4,6.3,13.1,2.2,u,24.1,1.0,1.5,-4.7
Cc1c(NC(=S)N/C(=N/S(=O)(=O)c2ccc(Cl)cc2)c2ccccc2)c(=O)n(-c2ccccc2)n1C,1.7,2.9,-0.6,-2.0,-2.9,8.8,-2.2,2.1,-0.7
O=C(OCC(=O)N1CCN(S(=O)(=O)c2ccccc2)CC1)C1CCC1,-3.2,-2.2,0.8,-2.2,-5.9,3.2,0.1,3.0,-1.0
O=C(COc1ccc2c3c(c(=O)oc2c1)CCC3)NC1CCN(Cc2ccccc2)CC1,-5.2,13.7,6.0,1.0,9.5,11.8,1.8,-7.5,0.4
CCc1ccc(NC(=O)C2(c3ccccc3)CC2(Cl)Cl)cc1 (stereo not given),-13.4,-6.4,0.7,-0.2,x,5.0,x,2.1,-8.0
COc1ccc2[nH]c3c(c2c1)CCNC3(C)CCc1ccc(Cl)nc1 (stereo not given),-4.1,3.1,-0.8,0.5,-10.7,-0.7,x,-10.6,-1.2
CCN(CC(=O)NCc1ccc(F)cc1)Cc1cc(=O)n2ccsc2n1,0.4,19.4,2.1,-3.1,3.3,8.6,1.0,1.8,-3.2

# Assay outcomes from PubChem.

# The order is random; 4.8% or so of the library scored in one or more.
